Screening results as filed in PubChem.
Pf growth 96h = P. falciparum growth inhibition at 96 hours | AID 504834 | Potency, µM (titrated, usually from 28.7 µM), inactives show top-dose activity change, negative = inhibition, usual class: inhibitors | P. falciparum luciferase reporter growth, 96 h | hit rate 6.9% among 320,000; also: potency is read from the fitted curve at half-maximal effect; % is scaled to controls: 0 for no effect and ±100 for the full control effect
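96 h incubation, 37 C, 5% CO2, of luciferase-reporter P. falciparum-infected RBCs (2% hematocrit, 0.05% parasitemia final) with test compounds; endpoint luminescence.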
LmPK inh = LmPK (Leishmania mexicana) enzyme inhibition. Q27686. purified LmPK, Kinase-Glo ATP luminescence, 1 h. Potency, µM (highest dose often 57.5 µM), without a hit: at the top dose activity change, negative = inhibition, most hits filed as inhibitors. hit rate 0.37% among 290,000; also: potency is read from the fitted curve at half-maximal effect; % is scaled to controls: 0 for no effect and ±100 for the full control effect
Target sequence (Q27686 whole entry, looked up): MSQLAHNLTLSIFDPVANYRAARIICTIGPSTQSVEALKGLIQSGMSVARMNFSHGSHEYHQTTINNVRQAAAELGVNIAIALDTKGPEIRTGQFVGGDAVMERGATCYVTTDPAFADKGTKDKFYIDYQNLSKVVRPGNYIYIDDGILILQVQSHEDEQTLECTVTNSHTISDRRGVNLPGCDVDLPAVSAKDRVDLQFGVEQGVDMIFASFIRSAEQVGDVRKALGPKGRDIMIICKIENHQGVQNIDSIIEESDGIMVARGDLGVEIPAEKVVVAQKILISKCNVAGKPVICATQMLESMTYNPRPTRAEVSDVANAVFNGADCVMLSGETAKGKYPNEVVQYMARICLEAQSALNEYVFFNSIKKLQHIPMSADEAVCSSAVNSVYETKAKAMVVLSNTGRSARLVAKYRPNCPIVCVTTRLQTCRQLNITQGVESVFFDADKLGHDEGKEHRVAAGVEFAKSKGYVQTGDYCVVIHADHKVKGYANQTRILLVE
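Purified LmPK (0.1 nM) converted ADP (0.1 mM) to ATP with PEP (0.5 mM) in imidazole buffer pH 7.2 with KCl and MgCl2, 1 h at room temperature. ATP was read by Kinase-Glo luminescence; data normalized to uninhibited and no-enzyme controls.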
Cycloheximide cs = counter-screen for Shiga toxin inhibitors: cycloheximide protein synthesis inhibition; cell reporter, cycloheximide protein synthesis inhibition counterscreen; max response, %; hit rate 12% among 300,000; in the data active = max response mostly above about 13%, no sharp cut-off; inactive = mostly below about 14%; also: read at 38.3 µM for the half of the compounds with a filed dose; 0% is about no effect
AmpC inh no detg = AmpC beta-lactamase inhibition without detergent; Potency, µM (top dose mostly 57.1 µM), for the others: top-dose activity change, negative = inhibition, usual class: inhibitors; P00811; AmpC nitrocefin hydrolysis, absorbance 480 nm, 0.0001% Triton; hit rate 0.52% among 330,000;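 also: potency is read from the fitted curve at half-maximal effect; plate controls were no compound for no effect and no enzyme for full effect; nearly all actives have a fitted effect of over 20% in size; some results filed as inactive show a strong effect at the top dose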
Target sequence (P00811 whole entry, looked up): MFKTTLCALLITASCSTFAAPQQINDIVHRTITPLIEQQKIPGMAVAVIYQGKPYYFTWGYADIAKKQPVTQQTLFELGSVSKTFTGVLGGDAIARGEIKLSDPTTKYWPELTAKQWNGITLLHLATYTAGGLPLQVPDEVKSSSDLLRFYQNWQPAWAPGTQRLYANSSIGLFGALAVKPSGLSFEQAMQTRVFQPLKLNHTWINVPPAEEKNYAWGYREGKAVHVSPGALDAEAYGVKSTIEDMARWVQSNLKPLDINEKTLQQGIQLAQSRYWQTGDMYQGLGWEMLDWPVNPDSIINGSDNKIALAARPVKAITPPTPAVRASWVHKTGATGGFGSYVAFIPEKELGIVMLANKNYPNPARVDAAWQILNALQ
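20 mM phosphate pH 7.0 + 0.01% (detergent screen) or 0.0001% Triton X-100; 5.3 nM AmpC reagent; cpd preinc 15 min RT; nitrocefin (800 uM stock) to start; A480 q20 s × 4 min; Activity was normalised to no-enzyme and no-compound control wells.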
Shiga toxin inh = inhibitors of Shiga toxin in Vero cells; AID 2315; inhibition, % at 38.7 µM; hit rate 9.2% among 290,000; Vero cells, Shiga toxin protein synthesis inhibition reporter; in the data active = inhibition mostly above about 28%, no sharp cut-off; inactive = mostly below about 43%; also: 0% is about no effect
TbPYK inhibitor = inhibitors of Trypanosoma brucei pyruvate kinase. TbPYK enzyme, Kinase-Glo Plus ATP luminescence, 45 min. Potency, µM (top dose mostly 76.8 µM), inactives show at the highest dose activity, negative = inhibition, hits mostly inhibitors. hit rate 0.12% among 410,000. AID 624173; also: potency is read from the fitted curve at half-maximal effect; % is scaled to controls: 0 for no effect and ±100 for the full control effect; nearly all actives have a fitted effect of over 50% in size
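Readout: single end-point luminescence (Kinase-Glo Plus, 10 min). Reaction conditions were TbPYK/substrate plus 130 uM ADP, 45 min at RT, pH 7.2 TEA buffer. No-enzyme wells served as controls, and data were normalized before concentration-response fitting.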
Pf growth 48h = inhibits P. falciparum growth in the first generation, 48 h | hit rate 5.9% among 310,000 | AID 504832 | Potency, µM (top dose mostly 28.7 µM), inactives show at the highest dose activity change, negative = inhibition, actives largely listed as inhibitors | P. falciparum luciferase growth in erythrocytes, 48 h; also: potency is read from the fitted curve at half-maximal effect; % is scaled to controls: 0 for no effect and ±100 for the full control effect
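Parasite viability was followed by luminescence of a genomically integrated firefly luciferase. Cultures held 0.1% parasitemia at 2% hematocrit (final), incubated under 5% CO2 at 37 C.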
* = called active by the depositor; i = inactive; ? = inconclusive; · = not tested or not shown; & = joins results of further samples; [ ] = dose if it differs, or a comment. Unless noted, calls follow the shape of the dose curve; as a rule, active = well fitted curve in the direction sought with a large enough effect; inconclusive = small, poorly fitted or top-dose-only effect, or another doubt; inactive = no such curve, though single readings can be large; an effect the other way counts as inactive or inconclusive.

1: COc1ccccc1NC(=O)Cc1csc(NC(=S)Nc2ccc(C)cc2)n1
2: O=C(NCCNCC(O)COc1ccc(O)cc1)N1CCOCC1 (stereo not drawn)
3: CCCCNC(=O)CSc1ccc(S(=O)(=O)N2CCOCC2)cn1
4: CCc1ccc(OCC(=O)N(C)CCC#N)c(Br)c1
5: Cc1cc(C)n(CC(O)COc2ccc(Cl)cc2)n1 (stereo not drawn)
6: COc1cccc(C2CC(c3cccs3)Nc3ncnn32)c1 (stereo not drawn)
7: Cc1ccccc1C(=O)Nc1ccc(C(=O)O)cc1NC(=O)c1ccccc1C
8: C/C(=N\N=C(N)N)c1ccc(Cl)c(Cl)c1
9: O=C(O)CCc1ccc(-c2ccc(F)cc2)n1NC(=O)c1ccco1
10: CCn1c(-c2ccc3[nH]c(C)c(C)c3c2)n[nH]c1=S

entry no.,1,2,3,4,5,6,7,8,9,10
Shiga toxin inh,40,·,·,31,·,-8,-3,-20,15,-13
Pf growth 48h,?,-15%,1%,9%,?,?,8%,4.1µM*,-2%,18%
AmpC inh no detg,-30%,·,-4%,1%,20%,20%,-20%,-31%,-11%,-31%
LmPK inh,1%,·,·,-3%,5%,7%,-2%,-4%,0%,28µM*
Pf growth 96h,10µM*,6.7µM*,?,·,8%,·,-7%,?,127%[activator],48%
Cycloheximide cs,19,·,·,-1,0,-3,-4,-2,-2,-5
TbPYK inhibitor,-5%,-11%&-5%,1%,-3%,-2%,7%,0%,2%,2%,?

11: CC(=O)C1C(=O)CC(C)(O)C(C(C)=O)C1c1ccc(N(C)C)cc1 (stereo not drawn)
12: COc1ccc(N=N/C(C(C)=O)=C(/C)O)cc1
13: O=C(NC1CCCCC1)C(c1ccco1)N(Cc1cccs1)C(=O)Cn1nnc2ccccc21 (stereo not drawn)
14: COCC(=O)Nc1ccc(N2CCCC2)c(S(=O)(=O)Nc2ccccc2OC)c1
15: COc1ccccc1C(=O)COC(=O)CN1C(=O)C2CC=CCC2C1=O (stereo not drawn)
16: CCOC(CNC(=O)C(=O)Nc1cc2c3c(c1)CCC(=O)N3CCC2)OCC
17: O=C(COc1ccc(Cl)cc1)NCc1nnc(SCC(=O)N2CCCCC2)o1
18: CN1CCN(CCCNC(=O)c2cc3c(-c4ccc(Cl)cc4)nn(C)c3s2)CC1
19: CN1CCN(C(=O)/C=C/c2ccc([N+](=O)[O-])cc2)CC1
20: COc1cc(NCc2ccc3nc(N)nc(N)c3c2C)cc(OC)c1OC

entry no.,11,12,13,14,15,16,17,18,19,20
Shiga toxin inh,-21,35,-11,·,·,12,7,-20,-3,-2
Pf growth 48h,-2%,50%[activator],?,2.6µM*,21%,-17%,·,·,13%,0.006µM*
AmpC inh no detg,-10%,-5%,-2%,-8%,2%,2%,42%,208%[activator],-5%,·
LmPK inh,-23%,-3%,0%,·,·,1%,-3%,13%,2%,·
Pf growth 96h,26%,26%,·,5.2µM*,26%,-26%,-11%,?,38%[activator],0.0048µM*
Cycloheximide cs,-5,20,-1,·,·,-3,-2,-5,-2,0
TbPYK inhibitor,-1%,4%,6%,1%,3%,-9%,1%,-3%,-2%,-7%

21: Cc1ccc(C(=O)NC2CCN(S(=O)(=O)c3ccc(C)cc3)CC2)cc1
22: COc1ccccc1N1CC(C(=O)Nc2ccccc2N2CCCC2)CC1=O (stereo not drawn)
23: CCc1nc2ccccc2c(NC(=O)CN2CC(C)CC(C)C2)c1C (stereo not drawn)
24: Nc1nc(SCc2cccc([N+](=O)[O-])c2)n[nH]1
25: NC(=O)CC(NC(=O)Cc1ccc(Cl)cc1)c1ccc(NC2CCCCC2)c([N+](=O)[O-])c1 (stereo not drawn)
26: C[n+]1cn(Cc2ccc(C#N)cc2)c2ccccc21
27: CC(C)c1ccc(NC(=S)NC2CCCCCC2)cc1
28: Cc1ccc(C(=O)Nc2ccc(N3CCOCC3)cc2N2CCOCC2)cc1
29: CC(C)[C@H](NC(=O)[C@H](Cc1ccccc1)n1c(=O)[nH]c2ccccc2c1=O)C(=O)N1CCC[C@H]1C(=O)O
30: CCNC(=O)c1cc2c(=O)n3cccc(C)c3nc2n(Cc2ccc(C)cc2)c1=N

entry no.,21,22,23,24,25,26,27,28,29,30
Shiga toxin inh,15,·,-11,-5,-4,-7,69*,-8,-3,15
Pf growth 48h,-4%,26%,-21%,1%,-15%,-35%,-23%,16%,28%,10%
AmpC inh no detg,-12%,-8%,34%,-13%,-12%,-7%,-30%,28%,10%,-20%
LmPK inh,-2%,·,2%,1%,6%,0%,5%,1%,-9%,1%
Pf growth 96h,-1%,15%,9.3µM*,-6%,-7%,?,3%,?,39%[activator],0%[5.75 µM]
Cycloheximide cs,1,·,-4,-1,-1,7,32*,-3,-2,-2
TbPYK inhibitor,-2%,5%,-3%,9%,1%,0%,0%,8%,20%,0%

Gathered by group, those above containing an aryl methoxy group
1: COc1ccccc1NC(=O)Cc1csc(NC(=S)Nc2ccc(C)cc2)n1
6: COc1cccc(C2CC(c3cccs3)Nc3ncnn32)c1 (stereo not drawn)
12: COc1ccc(N=N/C(C(C)=O)=C(/C)O)cc1
14: COCC(=O)Nc1ccc(N2CCCC2)c(S(=O)(=O)Nc2ccccc2OC)c1
15: COc1ccccc1C(=O)COC(=O)CN1C(=O)C2CC=CCC2C1=O (stereo not drawn)
20: COc1cc(NCc2ccc3nc(N)nc(N)c3c2C)cc(OC)c1OC
22: COc1ccccc1N1CC(C(=O)Nc2ccccc2N2CCCC2)CC1=O (stereo not drawn)

entry no.,1,6,12,14,15,20,22
Shiga toxin inh,40,-8,35,·,·,-2,·
Pf growth 48h,?,?,50%[activator],2.6µM*,21%,0.006µM*,26%
AmpC inh no detg,-30%,20%,-5%,-8%,2%,·,-8%
LmPK inh,1%,7%,-3%,·,·,·,·
Pf growth 96h,10µM*,·,26%,5.2µM*,26%,0.0048µM*,15%
Cycloheximide cs,19,-3,20,·,·,0,·
TbPYK inhibitor,-5%,7%,4%,1%,3%,-7%,5%

The list continues.
31: Cc1ccccc1-c1nn(-c2ccccc2)cc1C(=O)NCC(c1ccco1)N1CCCC1 (stereo not drawn)
32: Cc1cc(C)n2nc(SC(C)C(=O)N3CCOCC3)nc2n1 (stereo not drawn)
33: COc1ccc(C(C(=O)NCc2ccccc2)N(C(=O)c2snc(C(N)=O)c2N)c2ccccc2OC)cc1OC (stereo not drawn)
34: COc1ccc(NC(=O)C2CCCN(c3c4c(nc5ncnn35)CCC4)C2)cc1 (stereo not drawn)
35: O=C(Nc1ccccc1N1CCOCC1)c1ccc2ccccc2c1
36: CCN(CC(=O)Nc1cc(Cl)ccc1C)C(=O)CCc1nc2ccccc2c(=O)[nH]1
37: CCc1cc(=O)oc2cc(C)cc(OC(C)C(=O)NCc3ccccn3)c12 (stereo not drawn)
38: COc1cccc(-c2nn(-c3ccccc3)cc2CO)c1
39: Cc1ccccc1C(=O)c1cccn1CC(=O)NCc1ccc(Cl)cc1
40: CC(=O)NCCC(=O)Nc1cc(S(=O)(=O)N2CCCCC2)ccc1Oc1ccccc1

entry no.,31,32,33,34,35,36,37,38,39,40
Shiga toxin inh,·,·,-12,7,46,·,-1,60*,66,-9
Pf growth 48h,?,-9%,10µM*,-20%,19%,1%,3.7µM*,99%[activator],12%,22%
AmpC inh no detg,-2%,-11%,72%[activator],2%,-8%,-20%,1%,·,-7%,20%
LmPK inh,·,·,0%,0%,3%,·,0%,-1%,3%,-10%
Pf growth 96h,-46%,-3%,-15%,12µM*,7%,-23%,2.1µM*,·,45%[activator],?
Cycloheximide cs,·,·,0,5,12,·,-3,33*,15,-4
TbPYK inhibitor,-3%,-9%,-4%,-1%,-2%,-2%,-3%,4%,-2%&2%,4%

41: CCC1C(=O)N=C(SCC(=O)NC2CCCCC2)NC1=O (stereo not drawn)
42: CCC1CCc2c(sc(NC(=O)c3cccnc3)c2C(N)=O)C1 (stereo not drawn)
43: CCOc1ccccc1NC(=O)C(CC(C)C)NC(=O)C1CCCCC1 (stereo not drawn)
44: Cc1c(Br)c(C(F)(F)F)nn1CC(=O)NCc1ccccc1
45: COc1cc2oc(=O)cc(-c3ccc(-c4ccc(C#N)cc4)cc3)c2c(OC)c1OC
46: CC1CCCCN1S(=O)(=O)c1ccc(NC(=O)c2cccc(-n3cnnn3)c2)cc1 (stereo not drawn)
47: COc1ccc(/C=C2/SC(=O)N(CC(O)Cn3c4ccccc4c4ccccc43)C2=O)cc1 (stereo not drawn)
48: COc1ccccc1C(c1nnnn1C(C)C)N1CCN(C(=O)c2ccco2)CC1 (stereo not drawn)
49: CCC1(C(=O)c2ccc(Cl)cc2)C2c3ccccc3OC(=O)C21C(=O)Nc1ccccc1 (stereo not drawn)
50: O=C(NCc1ccco1)c1ccc([N+](=O)[O-])cc1Cl

entry no.,41,42,43,44,45,46,47,48,49,50
Shiga toxin inh,9,-14,14,-9,i,28,-9,19,-7,-6
Pf growth 48h,-6%,18%,·,9%,·,9.3µM*,?,-22%,26%,15%
AmpC inh no detg,-7%,-5%,-6%,-13%,-13%,-22%,-37%,86%[activator],-29%,-11%
LmPK inh,2%,-9%,7%,-3%,·,-1%,3%,-1%,1%,7%
Pf growth 96h,7%,?,?,7%,·,?,?,?,72%[activator],-5%
Cycloheximide cs,7,1,-5,-6,6,10,-1,-5,0,-3
TbPYK inhibitor,3%,2%,-7%,-5%,0%,1%,-8%,2%,1%,2%

51: Cc1cc2c(N3CCCCC3C)ncnc2s1 (stereo not drawn)
52: CCCc1cc(=O)[nH]c(SCC(=O)Nc2ccc(OCc3ccccc3)cc2)n1
53: O=C(c1ccc(Br)s1)N1CCCC1
54: O=C(C[n+]1ccccc1)N/N=C/c1ccc(O)cc1
55: Cc1cc(=O)n2nc(N3CCCC(C(=O)NCc4ccccc4Br)C3)sc2n1 (stereo not drawn)
56: Cc1nonc1NC(=O)CSc1nc(C2CCCCC2)nc2ccccc12
57: Cc1ccc(NS(=O)(=O)c2ccc(-c3ccc(=O)[nH]n3)o2)cc1Cl
58: COc1cc(Cl)ccc1OCc1cc(C(=O)N(C)Cc2nnc(C)o2)no1

entry no.,51,52,53,54,55,56,57,58
Shiga toxin inh,-24,·,2,30,-1,-19,2,17
Pf growth 48h,-19%,28%,7%,?,-12%,?,3%,22%
AmpC inh no detg,-23%,-11%,-7%,-14%,-4%,1%,-31%,62%[activator]
LmPK inh,0%,·,-3%,-8%,-1%,3%,5%,-1%
Pf growth 96h,?,10%,·,28%,?,4%[5.75 µM],9.3µM*,-25%
Cycloheximide cs,1,·,-3,-4,1,5,2,35*
TbPYK inhibitor,-2%,2%,3%,3%,1%,-12%,1%,-7%
